Assay outcomes from PubChem.
GLP-1R inv ag: inverse agonists of human GLP-1 receptor | P43220 | actives 1.6% (n = 410,000) | HEK293 GLP-1R CRE-luciferase, luminescence, 24 h; GLP-1R form is constitutively active | Potency, µM (doses to about 38.3 µM), for the others: at the highest dose activity change, negative = inhibition, hits mostly inhibitors; further: potency means the concentration at half of the fitted maximal effect; on the % scale 0 is the no-effect control and ±100 the full control effect; nearly all actives have a fitted effect of over 55% in size
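Luminescence readout: a drop in cAMP-driven luciferase signal flags inverse agonism at a constitutively active GLP-1R stably expressed in HEK293. Compound exposure lasted 24 hr at 37 deg C, 5% CO2.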
aSyn rescue: inhibitors of alpha-synuclein toxicity in yeast; Yeast expressing alpha-synuclein, growth rescue, BacTiter-Glo, 24 h; actives 0.14% (n = 370,000); Potency, µM (highest dose often 46.1 µM), for the others: at the top dose growth rescue (activation), most hits filed as activators; further: potency means the concentration at half of the fitted maximal effect; % of control where 0% means no effect; nearly all actives have a fitted effect of over 65% in size
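Screening used galactose-induced yeast with toxic alpha-synuclein levels, exposed to compound for 24 hr at 30 deg C. Cell growth, read with BacTiter-Glo luminescence, gave the measured signal.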
GLP-1R agonist: GLP-1 receptor (human) agonism; P43220; actives 0.007% (n = 380,000); Potency, µM (highest dose often 45.6 µM), for the others: top-dose activation, hits mostly activators; HEK293 GLP-1R CRE-luciferase, luminescence, 4-6 h; cells express a hypersensitive GLP-1R form; further: potency means the concentration at half of the fitted maximal effect; % of control where 0% means no effect
DRD3 agonist: activates the human D3 dopamine receptor; AID 652048; actives 0.58% (n = 410,000); max activation, %; P35462; D3R DiscoveRx beta-arrestin cells, luminescence, 90 min; in the data active means max activation above about 30%; further: 0% is about no effect; mostly tested at two doses, the higher about 12 µM
Target sequence (P35462 whole entry, looked up): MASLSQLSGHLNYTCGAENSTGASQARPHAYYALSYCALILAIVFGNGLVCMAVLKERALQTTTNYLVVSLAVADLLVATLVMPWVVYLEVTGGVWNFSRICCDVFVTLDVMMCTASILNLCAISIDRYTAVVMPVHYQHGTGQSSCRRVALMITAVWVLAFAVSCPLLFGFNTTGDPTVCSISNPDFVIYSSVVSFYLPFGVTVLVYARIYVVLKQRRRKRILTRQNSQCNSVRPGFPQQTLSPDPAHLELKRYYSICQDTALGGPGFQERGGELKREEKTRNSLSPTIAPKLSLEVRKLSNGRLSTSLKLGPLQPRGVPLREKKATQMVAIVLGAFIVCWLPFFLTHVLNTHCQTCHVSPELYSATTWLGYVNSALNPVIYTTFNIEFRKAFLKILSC
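Agonist-mode cell screen: cells plated at 1500/well and incubated overnight at 37 °C, then exposed to library compounds for 90 min at 37 °C. Detection reagent was added for 30–60 min at room temperature, and luminescence was read.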
KB-V1 cytotox: kills drug-selected multidrug resistant KB-V1 cells; AID 1347076; Potency, µM (series often up to 46.1 µM), inactives show at the highest dose activity change, negative = cytotoxicity, actives largely listed as cytotoxic; actives 3.4% (n = 400,000); KB-V1 MDR cells viability, CellTiter-Glo, 72 h; further: potency means the concentration at half of the fitted maximal effect; on the % scale 0 is the no-effect control and ±100 the full control effect; nearly all actives have a fitted effect of over 60% in size
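KB-V1 MDR subline cells in DMEM (phenol-red free, 10% FBS) exposed to compounds in qHTS concentration series for 72 h at 37 degrees C. Viability read by CellTiter-Glo luminescence; concentration-effect curves fitted after normalization and correction.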
D3 antag: blocks the human D3 dopamine receptor | P35462 | D3R cells, DiscoveRx beta-arrestin luminescence, antagonist mode; active compounds read low | max response, negative = inhibition, % | actives 2.5% (n = 360,000) | AID 652054; in the data active means max response below about -50%; inconclusive means no clear call, values can overlap the other calls; further: on the % scale 0 is the no-effect control and ±100 the full control effect; mostly tested at two doses, the higher about 12 µM
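Cells expressing the human receptor were seeded at 1500 cells/well, incubated overnight at 37 degrees C in 5% CO2, then exposed to library compounds with dopamine controls for 90 minutes at 37 degrees C before luminescent detection.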
GLP1R cytotox: cytotoxicity counter-screen for GLP-1 receptor inverse agonists | actives 0.13% (n = 410,000) | Potency, µM (top dose mostly 38.3 µM), for inactives: top-dose activity change, negative = inhibition, usual class: inhibitors | HEK293 cAMP-luciferase reporter cells, luminescence, 24 h;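 further: loss of luciferase light is scored as toxicity; potency means the concentration at half of the fitted maximal effect; on the % scale 0 is the no-effect control and ±100 the full control effect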
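Seeding density was 200 cells/uL; after overnight-length (12 h) culture, 23 nL compounds went on for 24 h at 37 °C. Readout used a luciferase detection reagent, luminescence taken after 12 min at room temperature.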
TDP43 rescue: inhibitors of TDP-43 toxicity in yeast; TDP-43 expressing yeast growth rescue, BacTiter-Glo, 24 h; Potency, µM (doses to about 46.1 µM), inactives show at the highest dose growth rescue (activation), usual class: activators; actives 1.8% (n = 410,000); AID 652104; further: potency means the concentration at half of the fitted maximal effect; % of control where 0% means no effect; nearly all actives have a fitted effect of over 50% in size
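Growth rescue of TDP-43-toxic yeast measured as ATP luminescence (BacTiter-Glo). Cells grown to mid-log in raffinose, induced in galactose at OD600=0.02, exposed to compound 24 hr at 30 deg C.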
PTHR1 ag: agonists of human PTHR1 parathyroid hormone receptor; Q03431; HEK293 GP2 PTHR1 cells, GloSensor cAMP luminescence, 1 h; Potency, µM (highest dose often 115 µM), inactives show at the top dose activation, hits mostly activators; actives 0.075% (n = 410,000); AID 743266; further: potency means the concentration at half of the fitted maximal effect; nearly all actives have a fitted effect of over 55% in size; some results filed as inactive show a strong effect at the top dose; inactives centre near -15; many of its hits are not listed in these tables
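HEK-293-derived GP2 cells expressing PTHR1 and a GloSensor cAMP reporter, 3,000/well, plated overnight, given luciferin plus IBMX (each 0.5 mM as added) for 1 h at 37 °C, then compound for 1 h at 37 °C. Luminescence was read after 15 min at room temperature.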
* = called active by the depositor; i = inactive; ? = inconclusive; · = no result given; [ ] = remark or other dose. Unless noted, the call rests on the fitted dose curve; in most records, active means well fitted curve in the direction sought with a large enough effect; inconclusive means small, poorly fitted or top-dose-only effect, or another doubt; inactive means no such curve, though single readings can be large; an effect the other way counts as inactive or inconclusive. Not all compounds are listed. The share of hits here may be higher or lower than overall.

SMILES	GLP-1R inv ag	aSyn rescue	GLP-1R agonist	DRD3 agonist	KB-V1 cytotox	D3 antag	GLP1R cytotox	TDP43 rescue	PTHR1 ag
CC(=O)NC(CC(=O)OCC(=O)N1CCc2ccccc21)c1ccccc1 (stereo not given)	7%	-3%	9%	-2	-1%	22	-15%	0%	i
Cc1nc(-c2nnc(SCC(=O)Nc3cc(Cl)cc(Cl)c3)n2C)cs1	1%	-4%	-1%	-4	?	0	13%	0%	-4%
O=C(NC(NC(=S)Nc1ccc(Cl)c(Cl)c1)C(Cl)(Cl)Cl)c1ccco1 (stereo not given)	3.5µM*	7%	-37%[inhibitor]	-22	?	-14	?	?	i
O=C(ONC(=O)C1CCCCC1C(=O)NOC(=O)c1ccccc1)c1ccccc1 (stereo not given)	36%[activator]	6%	-1%	82*	1%	145	-14%	7%	-9%
O=C(CSCc1ccc(C(=O)O)cc1)Nc1ccc2ccccc2c1	3%	-10%	-2%	2	-1%	-9	7%	-7%	-20%
Cc1ccc(S(=O)(=O)NCCC(=O)Nc2nnc(C)s2)cc1	-7%	1%	-1%	6	6%	23	-1%	17%	i
C=CCSc1nnc(NC(=O)CSc2nnc(C)s2)s1	4%	9%	-4%	1	-11%	-13	-2%	15%	i
CCCc1nn2c(=O)cc(COC(=O)c3ccc(NC(=O)COc4ccccc4F)cc3)nc2s1	11%	·	·	-15	·	·	-6%	29%	-38%[inhibitor]
O=C(CN(C(=O)c1csnn1)c1ccccc1C(F)(F)F)NC1CCCCC1	2%	-2%	10%	16	?	7	-3%	6%	i
CCCNC(=O)c1ccc(-n2c(-c3ccccc3)cc3c2CCC(C)C3)cc1 (stereo not given)	?	·	·	12	·	·	-9%	14%	-42%[inhibitor]
O=C(c1ccccc1)C(CN1CCCCC1)c1ccccc1 (stereo not given)	2.8µM*	16%	-7%	-32	15µM*	-77*	?	-7%	-7%
CC(/C=N/n1cnnc1)=C\c1ccccc1	6%	-3%	1%	-2	1.8µM*	0	-7%	16%	i
CCC(Sc1nc(N)cc(N)n1)C(=O)O (stereo not given)	-5%	-6%	-4%	-4	0%	13	2%	-2%	-4%
CCN(CC(=O)Nc1c(F)cccc1F)C(=O)c1ccc(-n2cncn2)c([N+](=O)[O-])c1	27%	1%	-5%	2	6%	4	4%	14%	i
Brc1ccccc1OCCCCCN1CCOCC1	-32%	0%	2%	-13	?	?	1%	-12%	i
Cc1ccc(S(=O)(=O)c2nc(S(=O)(=O)c3ccc(C)cc3)c(NC(C)C)s2)cc1	2%	·	·	1	8%	·	2%	9%	-18%
COc1ccc(C(=O)Nc2cccc(C(=O)N/N=C/c3ccc(OC)cc3OC)c2)cc1	?	0%	-4%	4	0%	20	-6%	-6%	-23%
CCOC(=O)C1=C(C)Nc2ccccc2N=C1NC(=O)c1ccc(Cl)c(S(=O)(=O)N2CCCC2)c1	?	-1%	16%	2	?	1	7%	15%	i
O=C(NCCNc1ccc([N+](=O)[O-])cc1)c1cccc(Br)c1	-8%	-6%	-1%	5	10%	-19	8%	7%	i
COc1ccc(CNc2nc(SC)n[nH]2)cc1OC	6%	-5%	-4%	3	0%	17	-8%	6%	i
CC(C)CCNC(=O)CN(Cc1ccccc1)C(=O)CCC(=O)Nc1nccs1	14%	5%	13%	0	20%	2	-5%	5%	i
COc1cccc(NS(=O)(=O)c2c(C(=O)N3CCCCCC3)c(C)n(C)c2C)c1	11%	0%	8%	0	-7%	2	1%	2%	i
CC(=O)c1ccc(NC(=O)CN2CCC(C(=O)c3ccc4c(c3)OCCO4)CC2)cc1	10%	1%	23%	-2	-16%	-6	-9%	-3%	i

Fetched by structure from above, 7 records:
SMILES	GLP-1R inv ag	aSyn rescue	GLP-1R agonist	DRD3 agonist	KB-V1 cytotox	D3 antag	GLP1R cytotox	TDP43 rescue	PTHR1 ag
CCN(CC(=O)Nc1c(F)cccc1F)C(=O)c1ccc(-n2cncn2)c([N+](=O)[O-])c1	27%	1%	-5%	2	6%	4	4%	14%	i
CCCNC(=O)c1ccc(-n2c(-c3ccccc3)cc3c2CCC(C)C3)cc1 (stereo not given)	?	·	·	12	·	·	-9%	14%	-42%[inhibitor]
COc1cccc(NS(=O)(=O)c2c(C(=O)N3CCCCCC3)c(C)n(C)c2C)c1	11%	0%	8%	0	-7%	2	1%	2%	i
Cc1nc(-c2nnc(SCC(=O)Nc3cc(Cl)cc(Cl)c3)n2C)cs1	1%	-4%	-1%	-4	?	0	13%	0%	-4%
O=C(c1ccccc1)C(CN1CCCCC1)c1ccccc1 (stereo not given)	2.8µM*	16%	-7%	-32	15µM*	-77*	?	-7%	-7%
CC(C)CCNC(=O)CN(Cc1ccccc1)C(=O)CCC(=O)Nc1nccs1	14%	5%	13%	0	20%	2	-5%	5%	i
CC(=O)c1ccc(NC(=O)CN2CCC(C(=O)c3ccc4c(c3)OCCO4)CC2)cc1	10%	1%	23%	-2	-16%	-6	-9%	-3%	i
